Mtb BioA inh: inhibitors of Mycobacterium tuberculosis BioA enzyme; purified M. tuberculosis BioA enzyme, plate reader; actives 0.096% (n = 360,000); inhibition, % at 9.99 µM; in the data active means inhibition above about 40%
Numbers without * were called inactive. This is a subset; rates above refer to the full screens.

How did COc1ccc(S(=O)(=O)N(C)C[C@H]2Oc3ccc(NC(=O)Nc4ccc(C(F)(F)F)cc4)cc3CC(=O)N([C@@H](C)CO)C[C@H]2C)cc1 do in these assays?
Mtb BioA inh: -0.2

How did CO[C@@H]1CN(C)C(=O)c2cc(NC(C)=O)ccc2OC[C@H](C)N(C(=O)c2ccccc2)C[C@H]1C do in these assays?
Mtb BioA inh: 0.6

Results for COc1cccc(S(=O)(=O)Nc2ccc3c(c2)[C@@H]2C[C@H](CC(=O)NCc4ccccc4F)O[C@@H](CO)[C@@H]2O3)c1 ?
Mtb BioA inh: 0.4

How did COc1ccccc1C#Cc1cnc2c(c1)C(=O)N([C@H](C)CO)C[C@H](C)[C@@H](CN(C)C(C)=O)O2 do in these assays?
Mtb BioA inh: 1.3

How did COCC#Cc1ccc2c(c1)O[C@@H](CN(C)C(=O)C1CCOCC1)[C@H](C)CN([C@@H](C)CO)S2(=O)=O do in these assays?
Mtb BioA inh: -0.7

What do the screens show for `CCS(=O)(=O)Nc1ccc2c(c1)C(=O)N(C)[C@@H]1CC[C@H](CC(=O)N[C@@H]3CCN(Cc4ccccc4)C3)O[C@@H]1CO2`?
Mtb BioA inh: -1.0

How did C[C@H]1CN([C@@H](C)CO)C(=O)c2cccc(NS(=O)(=O)c3cccs3)c2O[C@@H]1CN(C)Cc1ccc(C(=O)O)cc1 do in these assays?
Mtb BioA inh: -2.5

How did O=C(C[C@H]1CC[C@H]2[C@@H](COC[C@@H](O)CN2C(=O)Nc2ccccc2)O1)NCc1ccccc1F do in these assays?
Mtb BioA inh: 0.9

Results for C[C@H]1CN([C@@H](C)CO)C(=O)c2cc(-c3cncnc3)cnc2O[C@H]1CN(C)C(=O)Cc1cccnc1 ?
Mtb BioA inh: -0.8

What do the screens show for `Cc1ccc(S(=O)(=O)Nc2ccc3c(c2)C(=O)N([C@@H](C)CO)C[C@@H](C)[C@@H](CN(C)C)OCCCC[C@H](C)O3)cc1`?
Mtb BioA inh: -1.6

How did O=C(Cc1ccccn1)N1CCCCN2[C@@H](CO)[C@H](c3ccc(-c4ccccc4)cc3)[C@@H]2C1 do in these assays?
Mtb BioA inh: -1.1

What do the screens show for `C[C@H](CO)N1C[C@H](C)[C@@H](CN(C)Cc2ccccn2)Oc2ncc(C#CCN(C)C)cc2C1=O`?
Mtb BioA inh: -0.6

What do the screens show for `C[C@@H]1CCCCO[C@H](CN(C)C(=O)CCCN(C)C)[C@@H](C)CN([C@H](C)CO)C(=O)c2cc(NS(C)(=O)=O)ccc2O1`?
Mtb BioA inh: -1.9

Results for C[C@@H]1CCCCO[C@H](CN(C)Cc2ccncc2)[C@H](C)CN([C@H](C)CO)C(=O)c2cc(NC(=O)CCC(F)(F)F)ccc2O1 ?
Mtb BioA inh: -1.4

How did C[C@@H]1CN([C@H](C)CO)S(=O)(=O)c2ccc(C3=CCCCC3)cc2O[C@H]1CN(C)C(=O)CN(C)C do in these assays?
Mtb BioA inh: 0.3

Results for Cc1ccc(S(=O)(=O)N[C@H]2C=C[C@@H](CC(=O)NCc3ccncn3)O[C@@H]2CO)cc1 ?
Mtb BioA inh: -5.5

How did C[C@H]1CN([C@@H](C)CO)S(=O)(=O)c2ccc(-c3cccnc3)cc2O[C@H]1CN(C)CC1CCOCC1 do in these assays?
Mtb BioA inh: 0.0

What do the screens show for `COCC(=O)N(C)C[C@@H]1Oc2cc(C#Cc3cccnc3)ccc2S(=O)(=O)N([C@H](C)CO)C[C@@H]1C`?
Mtb BioA inh: 5.2

How did C[C@@H]1CN([C@@H](C)CO)C(=O)c2cc(C#CCN(C)C)cnc2O[C@@H]1CN(C)Cc1cccc(C(=O)O)c1 do in these assays?
Mtb BioA inh: 3.2

How did C[C@@H]1CN([C@@H](C)CO)C(=O)c2cc(NS(=O)(=O)c3cccs3)ccc2O[C@@H](C)CCCCO[C@H]1CN(C)S(=O)(=O)c1ccc(F)cc1 do in these assays?
Mtb BioA inh: 2.2

What do the screens show for `Cc1noc(C)c1NC(=O)Nc1cccc2c1O[C@@H](CN(C)Cc1ccc(-c3ccccc3)cc1)[C@H](C)CN([C@H](C)CO)C2=O`?
Mtb BioA inh: -1.9

How did C[C@H]1CCCCO[C@H](CN(C)C(=O)c2ccccc2)[C@@H](C)CN([C@@H](C)CO)C(=O)c2cc(NC(=O)Nc3ccccc3)ccc2O1 do in these assays?
Mtb BioA inh: -1.1

How did CCCNC(=O)Nc1ccc2c(c1)OC[C@@H](C)N(C(=O)C1CCC1)C[C@@H](C)[C@@H](OC)CN(C)C2=O do in these assays?
Mtb BioA inh: -0.1

How did Cc1noc(C)c1NC(=O)N(C)C[C@@H]1Oc2c(NC(=O)Nc3cccc4ccccc34)cccc2C(=O)N([C@@H](C)CO)C[C@H]1C do in these assays?
Mtb BioA inh: 1.7

How did O=S(=O)(N[C@@H]1CC[C@H](CCn2cc(-c3ccc(F)cc3)nn2)O[C@H]1CO)c1ccccc1F do in these assays?
Mtb BioA inh: 7.4

Results for C[C@H]1CN([C@@H](C)CO)C(=O)c2cc(NC(=O)Cn3cnnn3)ccc2O[C@H]1CN(C)Cc1ccc(-c2ccccc2)cc1 ?
Mtb BioA inh: 0.2

How did N#C[C@@H]1[C@H](c2ccc(C3=CCCCC3)cc2)[C@H](CO)N1C(=O)c1ccccn1 do in these assays?
Mtb BioA inh: 22

Results for C[C@H](CO)N1C[C@H](C)[C@H](CN(C)S(=O)(=O)c2cn(C)cn2)Oc2ccc(N(C)C)cc2CC1=O ?
Mtb BioA inh: -0.7

How did CC(C)NC(=O)N(C)C[C@H]1OCCCC[C@@H](C)Oc2ccc(NC(=O)CCCN(C)C)cc2C(=O)N([C@@H](C)CO)C[C@@H]1C do in these assays?
Mtb BioA inh: -2.4

Results for C[C@@H]1CCCCO[C@@H](CN(C)C(=O)c2ccccc2)[C@H](C)CN([C@H](C)CO)C(=O)c2cc(N(C)C)ccc2O1 ?
Mtb BioA inh: -1.7

What do the screens show for `C[C@H]1CN([C@@H](C)CO)C(=O)c2cc(NC(=O)Nc3ccc4c(c3)OCO4)ccc2O[C@@H]1CN(C)Cc1ccc(Cl)c(Cl)c1`?
Mtb BioA inh: -2.3

What do the screens show for `CCS(=O)(=O)N[C@H]1C=C[C@@H](CC(=O)Nc2ccc(-c3ccccc3)cc2)O[C@H]1CO`?
Mtb BioA inh: -0.9

Results for C[C@@H]1CN([C@@H](C)CO)S(=O)(=O)c2ccc(C#Cc3ccc(F)cc3)cc2O[C@@H]1CN(C)S(=O)(=O)c1ccc(F)cc1 ?
Mtb BioA inh: -2.7

How did CO[C@H]1CN(C)C(=O)c2ccc(NC(=O)c3ccc(F)cc3)cc2OC[C@@H](C)NC[C@H]1C do in these assays?
Mtb BioA inh: -1.3

How did O=C(C[C@H]1C[C@H]2c3cc(NC(=O)Nc4ccccc4)ccc3O[C@H]2[C@H](CO)O1)NCc1ccncc1 do in these assays?
Mtb BioA inh: -1.1

How did COc1cccc(-c2ccc3c(c2)O[C@@H](CN(C)CC2CC2)[C@@H](C)CN([C@@H](C)CO)S3(=O)=O)c1 do in these assays?
Mtb BioA inh: 3.5

What do the screens show for `COC(=O)[C@H]1[C@H](CO)[C@H]2Cn3c(ccc(C4=CCCC4)c3=O)[C@@H]1N2CC1CCCCC1`?
Mtb BioA inh: -0.3

Results for C[C@H]1CN([C@@H](C)CO)C(=O)Cc2cc(NC(=O)Cc3ccccc3)ccc2O[C@H]1CN(C)Cc1ccc(-c2ccccc2)cc1 ?
Mtb BioA inh: -1.5

What do the screens show for `CC(C)(O)C#Cc1ccc([C@@H]2[C@H](CO)N3CCCCN(C(=O)c4cccnc4)C[C@@H]23)cc1`?
Mtb BioA inh: -3.1

What do the screens show for `CCCNC(=O)[C@@H]1[C@@H](CO)[C@@H]2Cn3c(ccc(C4=CCCC4)c3=O)[C@H]1N2S(C)(=O)=O`?
Mtb BioA inh: -1.2

How did CNC[C@@H]1OCCCC[C@H](C)Oc2ccc(NC(=O)c3ccncc3)cc2C(=O)N([C@@H](C)CO)C[C@@H]1C do in these assays?
Mtb BioA inh: -1.6

What do the screens show for `O=C(Nc1ccccc1Cl)N1C[C@H]2[C@@H](c3ccccc31)[C@@H](CO)N2Cc1ccccc1`?
Mtb BioA inh: 1.6

How did CCS(=O)(=O)N1CCCCN2[C@@H](CO)[C@@H](c3ccc(-c4ccccc4)cc3)[C@@H]2C1 do in these assays?
Mtb BioA inh: 3.8

Results for C[C@H](CO)N1C[C@H](C)[C@H](CN(C)C(=O)c2ccccc2)OCCCC[C@H](C)Oc2ccc(NS(=O)(=O)c3ccc(F)cc3)cc2C1=O ?
Mtb BioA inh: 1.4

Results for CN1C(=O)c2cc(NC(=O)c3cccc(C(F)(F)F)c3)ccc2OC[C@@H]2O[C@@H](CC(=O)O)CC[C@H]21 ?
Mtb BioA inh: -0.5

How did Cc1cccc(S(=O)(=O)N2CCCCN3[C@H](CO)[C@H](c4ccc(C#CC5CC5)cc4)[C@H]3C2)c1 do in these assays?
Mtb BioA inh: -2.6

What do the screens show for `C[C@@H]1CCCCO[C@@H](CN(C)Cc2ccc(C(=O)O)cc2)[C@H](C)CN([C@H](C)CO)C(=O)c2cc(NC(=O)Nc3ccccc3)ccc2O1`?
Mtb BioA inh: 0.1

What do the screens show for `O=C(c1ccc2c(c1)OCO2)N1CC[C@H]2[C@H](CO)Nc3ccc(-c4ccc(F)cc4)cc3[C@H]21`?
Mtb BioA inh: 10

What do the screens show for `COc1ccc(NC(=O)Nc2ccc3c(c2)C(=O)N([C@H](C)CO)C[C@@H](C)[C@@H](CN(C)Cc2ccc(C(=O)O)cc2)O3)cc1`?
Mtb BioA inh: 0.3

Results for C[C@@H]1CN([C@@H](C)CO)C(=O)c2cc(NC(=O)Nc3ccc(F)cc3)ccc2O[C@H]1CN(C)Cc1ccc(-c2ccccc2)cc1 ?
Mtb BioA inh: -2.2

What do the screens show for `C[C@H]1CN([C@@H](C)CO)C(=O)c2cccc(NC(=O)Nc3ccc(C(F)(F)F)cc3)c2O[C@@H]1CN(C)S(=O)(=O)c1ccc(F)cc1`?
Mtb BioA inh: -3.0

How did CCCNC(=O)C[C@@H]1CC[C@H]2[C@H](COc3ccc(NC(=O)Nc4ccccc4)cc3C(=O)N2C)O1 do in these assays?
Mtb BioA inh: 1.4

What do the screens show for `COc1ccccc1-c1cnc2c(c1)C(=O)N([C@H](C)CO)C[C@@H](C)[C@@H](CN(C)Cc1ccc(F)cc1)O2`?
Mtb BioA inh: 1.6

What do the screens show for `O=C(N[C@@H]1CC[C@@H](CCn2cc(C3(O)CCCC3)nn2)O[C@H]1CO)C1CC1`?
Mtb BioA inh: 3.4

How did CC=Cc1ccc2n(c1=O)C[C@H]1[C@H](CO)[C@@H](C(=O)NC3CCCC3)N(Cc3cccnc3)[C@@H]21 (mixture of isomers) do in these assays?
Mtb BioA inh: -1.4

What do the screens show for `C[C@@H]1CN([C@@H](C)CO)C(=O)c2cc(NC(=O)CCN3CCOCC3)ccc2O[C@@H]1CN(C)C(=O)Nc1cccc2ccccc12`?
Mtb BioA inh: -3.1

How did Cc1ccc(S(=O)(=O)N(C)C[C@@H]2Oc3ncc(-c4ccccc4)cc3C(=O)N([C@H](C)CO)C[C@H]2C)cc1 do in these assays?
Mtb BioA inh: 0.6

Results for C[C@H]1CCCCO[C@H](CN(C)C(=O)Nc2cccc3ccccc23)[C@@H](C)CN([C@@H](C)CO)C(=O)c2cc(NC(=O)C3CCCCC3)ccc2O1 ?
Mtb BioA inh: 1.0

How did CC=Cc1ccc2n(c1=O)C[C@H]1[C@H](CO)[C@@H](C(=O)NC3Cc4ccccc4C3)N(CCC)[C@@H]21 (mixture of isomers) do in these assays?
Mtb BioA inh: 1.4

Results for COc1ccc(S(=O)(=O)N(C)C[C@@H]2Oc3c(NC(=O)NC(C)C)cccc3C(=O)N([C@H](C)CO)C[C@H]2C)cc1 ?
Mtb BioA inh: -1.2

What do the screens show for `O=C(Nc1nccs1)[C@@H]1[C@@H](CO)[C@@H]2Cn3c(cccc3=O)[C@@H]2N1C(=O)C1CCC1`?
Mtb BioA inh: 0.4

How did CO[C@H]1CN(C)C(=O)c2ccc(NC(C)=O)cc2OC[C@H](C)N(C(=O)Cc2cccnc2)C[C@H]1C do in these assays?
Mtb BioA inh: -0.2

Results for C[C@H](CO)N1C[C@H](C)[C@H](CN(C)C(=O)Nc2cccc3ccccc23)Oc2ccc(NS(=O)(=O)c3ccc(Cl)cc3)cc2CC1=O ?
Mtb BioA inh: -0.8

What do the screens show for `COc1cccc(-c2ccc3c(c2)[C@H]2[C@H](CCN2S(=O)(=O)c2ccccc2F)[C@@H](CO)N3)c1`?
Mtb BioA inh: -0.9

Results for Cc1noc(C)c1NC(=O)Nc1ccc2c(c1)C(=O)N([C@@H](C)CO)C[C@@H](C)[C@H](CN(C)C(=O)Nc1ccccc1)OCCCC[C@H](C)O2 ?
Mtb BioA inh: 4.7

Results for C[C@@H]1CN([C@@H](C)CO)C(=O)c2cc(C#Cc3cccnc3)cnc2O[C@@H]1CN(C)S(=O)(=O)c1ccccc1F ?
Mtb BioA inh: 1.9

What do the screens show for `CCCC(=O)Nc1ccc2c(c1)C(=O)N(C)C[C@@H](OC)[C@H](C)CN(C(=O)CN(C)C)[C@@H](C)CO2`?
Mtb BioA inh: 1.6

Among those listed so far, these contain a CF3 group.
How did COc1ccc(S(=O)(=O)N(C)C[C@H]2Oc3ccc(NC(=O)Nc4ccc(C(F)(F)F)cc4)cc3CC(=O)N([C@@H](C)CO)C[C@H]2C)cc1 do in these assays?
Mtb BioA inh: -0.2

Results for C[C@@H]1CCCCO[C@H](CN(C)Cc2ccncc2)[C@H](C)CN([C@H](C)CO)C(=O)c2cc(NC(=O)CCC(F)(F)F)ccc2O1 ?
Mtb BioA inh: -1.4

Results for CN1C(=O)c2cc(NC(=O)c3cccc(C(F)(F)F)c3)ccc2OC[C@@H]2O[C@@H](CC(=O)O)CC[C@H]21 ?
Mtb BioA inh: -0.5

What do the screens show for `C[C@H]1CN([C@@H](C)CO)C(=O)c2cccc(NC(=O)Nc3ccc(C(F)(F)F)cc3)c2O[C@@H]1CN(C)S(=O)(=O)c1ccc(F)cc1`?
Mtb BioA inh: -3.0

Source: PubChem (Broad Institute)
